Assay outcomes from PubChem.
OX1R antag-1 – antagonists of human orexin 1 receptor; O43613; CHO/OX1R cells, Fluo-8 calcium fluorescence, orexin A; inhibition, % at 5 µM; hit rate 0.43% among 330,000; AID 434989;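 active = inhibition above its plate's threshold, mean inhibition of all tested compounds on the plate plus 3 SD, cut at about 37% in these data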;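 also: 0% = orexin A challenge wells and 100% = SB-334867-A antagonist wells; not every result past the cut was called active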
Target sequence (O43613 whole entry, looked up): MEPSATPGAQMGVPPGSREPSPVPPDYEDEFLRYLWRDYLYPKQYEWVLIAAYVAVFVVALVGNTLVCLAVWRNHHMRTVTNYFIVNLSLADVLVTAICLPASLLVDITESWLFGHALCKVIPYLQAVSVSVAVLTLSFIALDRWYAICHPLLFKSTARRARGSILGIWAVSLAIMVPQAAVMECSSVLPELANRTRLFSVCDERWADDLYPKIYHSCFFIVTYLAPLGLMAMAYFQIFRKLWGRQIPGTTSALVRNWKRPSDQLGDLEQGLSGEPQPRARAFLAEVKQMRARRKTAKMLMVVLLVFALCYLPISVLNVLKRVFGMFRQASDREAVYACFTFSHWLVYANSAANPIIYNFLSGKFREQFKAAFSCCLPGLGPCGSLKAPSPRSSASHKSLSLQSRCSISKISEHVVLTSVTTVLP
OX1R antag-2 – OX1R (human) antagonism; OX1R-expressing cells, FRET antagonist read-out; inhibition, % at 6.6 µM; hit rate 1.8% among 330,000; AID 485270; O43613; in the data active = inhibition mostly above about 38%, no sharp cut-off; inactive = mostly below about 40%;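 also: 0% = agonist challenge alone and 100% = reference antagonist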
Active calls of the source: *.

SMILES	OX1R antag-1	OX1R antag-2
Cc1ccc(CS(=O)(=O)CCC(=O)NC2CC2)cc1	-14	11
CN1CCN(C(=O)c2cc(Cl)cc(Cl)c2)CC1	-21	7
COc1cccc(CN2CC(C(=O)NCCC3=CCCCC3)CCC2=O)c1 (stereo unspecified)	-18	13
Nc1cnccc1Oc1cccc(C(F)(F)F)c1	6	10
COc1ccc(-c2nc(CN3CCC(C(=O)N4CCOCC4)CC3)c(C)o2)cc1C	-33	10
COc1ccc(OCCSc2nnc(CC(=O)Nc3cccc(Cl)c3Cl)n2C)cc1	11	22
CCNC(=O)N(CC)C[C@H]1N[C@@](Cc2ccccc2)(C(=O)OC)[C@H]2C(=O)N(C)C(=O)[C@@H]12	9	2
COC(=O)c1c(O)c2ccccc2[nH]c1=O	1	13
COc1ccc(NC(=O)c2cc(-c3ccccc3)nc3c2cnn3C(C)C)cc1	-30	5
COc1ccccc1N1CCN(C2CC(=O)N(c3ccc(F)cc3)C2=O)CC1 (stereo unspecified)	-10	15
CCN(CC)c1ccc(C2Nc3cccc4cccc(c34)N2)c(O)c1	-8	16
CC(=O)Nc1nc(-c2ccccc2)nc(-c2ccccc2OC(C)=O)n1	-19	31
CCN(CC)S(=O)(=O)c1ccc(OC)c(NC(=O)C(Cc2ccccc2)N2C(=O)c3ccccc3C2=O)c1 (stereo unspecified)	-16	24
COc1ccccc1N(CC(N)=O)S(=O)(=O)c1ccc(C)cc1	0	4
Cc1cc(C)c2c(C)nn(-c3ccccc3)c2n1	-13	15
C=CCn1c(SCC(=O)Nc2ccc(C(=O)OC(C)C)cc2)nnc1-c1cccs1	-2	39
CCc1ccc(Nc2oc(C)cc(=O)c2C(C)=O)cc1	-6	12
CCOc1ccc2nc(SC(C)C(N)=O)[nH]c2c1 (stereo unspecified)	0	15
COCCCNC(=O)Cn1cnc2sc(C)c(S(=O)(=O)N3CCN(c4ccccc4OC)CC3)c2c1=O	-14	6
O=C(COc1ccccc1)NC1=NCCS1	-8	20
Cn1c(SCC(=O)NNC(=O)c2ccc(Br)cc2)nnc1-c1cccnc1	-14	18
Cc1ccc(NC(=S)c2ccncc2)c(C)c1	-11	10
CC1CCCN(C(=O)COC(=O)C2=COCCO2)C1 (stereo unspecified)	-9	6
CC1(C)N=C(c2ccc(Cl)cc2Cl)C(=O)N1	-9	0
CCOc1ccccc1N1C(=O)c2ccc(C(=O)Nc3cccnc3)cc2C1=O	-32	25
CCCCCC(=O)Nc1nc(C)c(-c2csc(Nc3ccc(Cl)cc3)n2)s1	-15	14
O=C(COC(=O)c1ccc2c(c1)OCO2)Nc1cccc(F)c1	-2	5
CCOc1ncccc1C(=O)OCc1cn2cc(Cl)ccc2n1	-16	15
Cc1ccc(C)c(NS(=O)(=O)c2cc(C(=O)NCC3CCCO3)ccc2C)c1 (stereo unspecified)	-17	6
CCOC(=O)Cn1nnc(-c2cc(OC)c(OC)c(OC)c2)n1	-10	1
COc1ccc(C(=O)Cn2c3ccccc3n3nc(CCC(=O)O)c(=O)nc23)cc1OC	2	6
O=C(CCl)c1ccc2c(c1)CCN2C(=O)C1CC1	-26	24
Cc1ccc(SCC2=NN(c3nc(C)cc(C)n3)C(=O)C2)cc1	-28	7
COc1ccc(/C=C/C(=O)c2c(C)cc(C)[nH]c2=O)c2ccccc12	-5	22
COc1cccc(CCNC(=O)C2CCC(=O)N(Cc3cccc(OC)c3)C2)c1 (stereo unspecified)	-3	10
CCOc1ccc(-n2ccnc(SCC(=O)Nc3ccc(CC)cc3)c2=O)cc1	-20	13

Part of the list above in order of molecular weight, high to low:
SMILES	OX1R antag-1	OX1R antag-2
COCCCNC(=O)Cn1cnc2sc(C)c(S(=O)(=O)N3CCN(c4ccccc4OC)CC3)c2c1=O	-14	6
CCN(CC)S(=O)(=O)c1ccc(OC)c(NC(=O)C(Cc2ccccc2)N2C(=O)c3ccccc3C2=O)c1 (stereo unspecified)	-16	24
Cn1c(SCC(=O)NNC(=O)c2ccc(Br)cc2)nnc1-c1cccnc1	-14	18
C=CCn1c(SCC(=O)Nc2ccc(C(=O)OC(C)C)cc2)nnc1-c1cccs1	-2	39
COc1ccc(C(=O)Cn2c3ccccc3n3nc(CCC(=O)O)c(=O)nc23)cc1OC	2	6
CCCCCC(=O)Nc1nc(C)c(-c2csc(Nc3ccc(Cl)cc3)n2)s1	-15	14
CCOc1ccc(-n2ccnc(SCC(=O)Nc3ccc(CC)cc3)c2=O)cc1	-20	13
Cc1ccc(C)c(NS(=O)(=O)c2cc(C(=O)NCC3CCCO3)ccc2C)c1 (stereo unspecified)	-17	6
COc1cccc(CCNC(=O)C2CCC(=O)N(Cc3cccc(OC)c3)C2)c1 (stereo unspecified)	-3	10
CCOc1ccccc1N1C(=O)c2ccc(C(=O)Nc3cccnc3)cc2C1=O	-32	25
COc1ccccc1N1CCN(C2CC(=O)N(c3ccc(F)cc3)C2=O)CC1 (stereo unspecified)	-10	15
CC(=O)Nc1nc(-c2ccccc2)nc(-c2ccccc2OC(C)=O)n1	-19	31
COc1ccc(/C=C/C(=O)c2c(C)cc(C)[nH]c2=O)c2ccccc12	-5	22
CCOc1ncccc1C(=O)OCc1cn2cc(Cl)ccc2n1	-16	15
CCOC(=O)Cn1nnc(-c2cc(OC)c(OC)c(OC)c2)n1	-10	1
O=C(COC(=O)c1ccc2c(c1)OCO2)Nc1cccc(F)c1	-2	5
CCc1ccc(Nc2oc(C)cc(=O)c2C(C)=O)cc1	-6	12
CC1CCCN(C(=O)COC(=O)C2=COCCO2)C1 (stereo unspecified)	-9	6
CCOc1ccc2nc(SC(C)C(N)=O)[nH]c2c1 (stereo unspecified)	0	15
O=C(CCl)c1ccc2c(c1)CCN2C(=O)C1CC1	-26	24
CC1(C)N=C(c2ccc(Cl)cc2Cl)C(=O)N1	-9	0
Cc1ccc(NC(=S)c2ccncc2)c(C)c1	-11	10
Cc1cc(C)c2c(C)nn(-c3ccccc3)c2n1	-13	15
O=C(COc1ccccc1)NC1=NCCS1	-8	20

Next part.
SMILES	OX1R antag-1	OX1R antag-2
Cc1ccc(C(=O)CCC(=O)OCC(=O)Nc2ccc3[nH]c(=O)[nH]c3c2)cc1	-16	14
NNC(=O)C12CC3CC(C1)CC(n1ncnn1)(C3)C2	-16	10
O=C(Oc1ccc(-c2nnco2)cc1)c1ccc(Br)o1	-7	-2
O=C1SC(c2ccccc2)=C/C1=C\N1CCCCC1	8	13
O=C(c1ccccc1)c1ccc(C(=O)N2CCOCC2)cc1	-17	2
CC(=O)Nc1ccc(S(=O)(=O)N2CCN(C(=O)Cc3ccccc3)CC2)cc1	-18	13
Nc1[nH]c(=O)[nH]c(=O)c1N=Nc1cccc(Cl)c1	-1	23
CCC1CCc2sc(C(=O)N3CCN(c4ccccn4)CC3)cc2C1 (stereo unspecified)	-13	25
CS(=O)(=O)c1cccc(C(=O)Nc2ccc3c(c2)OCCCO3)c1	-14	5
CC(=O)CC(C)(C)NC(C)=S	-13	11
COc1ccc(NC2c3ccccc3C(=O)N2Cc2ccco2)cc1OC (stereo unspecified)	-32	24
O=C(Cn1c(C2CC2)nc2ccccc2c1=O)Nc1ccc(Br)cc1	-13	0
CCC(NC(=O)CSc1nnnn1C1CC1)c1ccc(Br)cc1 (stereo unspecified)	-9	3
CCOc1cc(C2NC(=O)NC(O)(C(F)(F)F)C2C(=O)c2ccc(Cl)cc2)ccc1O (stereo unspecified)	-10	8
CCc1ccc(OC)c(-c2csc(N)n2)c1	-12	23
COc1ccc(/C=N/NC(=O)c2ccncc2)cc1CN1CCCc2ccccc21	-23	18
COc1ccc(NC(=O)CNS(=O)(=O)c2ccc3nc(C)sc3c2)c(OC)c1	-10	13
CCOC(=O)N1CCN(C(=O)c2ccc(N3CC4CC(C3)c3cccc(=O)n3C4)c(NC(=O)c3ccc(F)cc3)c2)CC1 (stereo unspecified)	-12	-4
NNC(=O)c1cnn(-c2ccccc2)c1-n1cccc1	-26	24
COc1cc(S(=O)(=O)Nc2ccc(C)cc2)ccc1NC(=O)c1ccncc1	-15	8
COc1cccc(OC)c1C(=O)Nc1ccnn1C	5	6
COc1ccc(N(CC(=O)Nc2ccc(S(=O)(=O)N3CCCC3)cc2)S(C)(=O)=O)cc1OC	-6	8
O=C(NCCN1CCN(c2ccccc2)CC1)C1(S(=O)(=O)c2ccc(Cl)cc2)CC1	-53	0
O=[N+]([O-])c1c(NCCO)cc(N2CCCCC2)c2nonc12	-11	90*
CC(NS(=O)(=O)c1ccc(Br)cc1)C(N)=O (stereo unspecified)	8	8
Cn1cccc1C(=O)N/N=C/c1c(Cl)cccc1Cl	-22	-4
O=C(CSCC(=O)OCC(=O)c1ccc(Br)cc1)Nc1ccc(Br)cc1	-7	14
CC(=O)c1c(C)n(-c2ccccc2)c2ccc(OCC(N)=O)cc12	-1	3
Cc1c(-c2ccc(F)cc2)[n+](=O)c(-c2ccc(F)cc2)c(C)n1[O-]	-6	15
Cc1cc(C)c(S(=O)(=O)N2CCCCC2CCNC(=O)C(=O)NCCN2CCOCC2)c(C)c1 (stereo unspecified)	-19	14
CCC(C)(C)n1nnnc1C(c1ccc(O)c(OC)c1)N1CCc2ccccc2C1 (stereo unspecified)	-22	10
CC(=O)c1sc(NC(=O)CN2C(=O)CCC2=O)nc1C	-14	17
Cc1ccccc1NC(=O)c1cccc(S(=O)(=O)Nc2cccc(C(=O)O)c2)c1	1	1
COc1ccc(OC)c(-c2cc(C(=O)N3CCOCC3)no2)c1	-9	11
CC(C)C(=O)Nc1ccc(S(=O)(=O)Nc2ccccn2)cc1	-21	16
COc1cc(C(=O)OCC(=O)N(CC(C)C)C2CCS(=O)(=O)C2)ccc1OCC(C)C (stereo unspecified)	-23	20
O=C(Nc1cccc(Cl)c1)N(Cc1nc2ccccc2c(=O)[nH]1)C1CCCC1	-35	40
COc1ccc(C2C(C(=O)N3CCN(c4ccccc4F)CC3)c3ccccc3C(=O)N2C)cc1 (stereo unspecified)	-25	6
O=C(CSc1nnc(-c2ccccc2Br)o1)N1CCOCC1	-16	11
O=C(NCc1ccccc1)c1cccc2c1C(=O)c1ccc(/C=C/c3ccccc3)cc1S2(=O)=O	-16	13
Cc1ccc(CSCCNC(=O)/C=C/c2ccc(Cl)cc2)cc1	-11	13
CC(C)N(C(=O)[C@H]1CC(CC(=O)NCC23CC4CC(CC(C4)C2)C3)C(=O)N2CCc3c([nH]c4ccccc34)[C@]12C)C(C)C (stereo partly specified)	-25	-3
c1ccc(CSc2ncnc3c2cnn3-c2ccccc2)cc1	-15	11
O=C(O)c1cc(S(=O)(=O)NCC2COc3ccccc3O2)ccc1Cl (stereo unspecified)	2	2
O=C(CSc1cn(CCNC(=O)c2ccc3ccccc3c2)c2ccccc12)NCc1ccco1	22	29
Cc1onc(-c2ccccc2)c1C(=O)NN1CCOCC1	-9	8
C#CCNC(=O)C1=C[C@@H](c2ccccc2)C[C@@H](OCc2ccc(CO)cc2)O1	-10	6
N#Cc1ccccc1OCC(=O)Nc1ccccc1C(=O)NC1CC1	-22	10
CCCS(=O)(=O)NCCc1cc2ccc(C)cc2[nH]c1=O	0	3
CC(C)CN(C(=O)C1CC1)C1CCS(=O)(=O)C1 (stereo unspecified)	-1	13
O=C(CC(=O)N/N=C\c1ccccc1)NCCc1ccccc1	-1	14
COc1ccc(CN2CCN(C(=O)c3ccco3)CC2)c(OC)c1OC	-8	4
CCCN=Cc1sc2ccc(OCC)cc2c1O	-12	13
CCOC(=O)C1CNc2cc(S(=O)(=O)CC)ccc2O1 (stereo unspecified)	-10	0
O=C(CNC(=O)Cc1cccc2ccccc12)NCc1ccccc1F	-26	15
O=C(NCC1CCCO1)c1ccc(CS(=O)(=O)Cc2ccc(F)cc2)o1 (stereo unspecified)	-11	21
O=C(O)C1CC=CCC1C(=O)Nc1ccccc1C(=O)N1CCN(c2ccc(Cl)cc2)CC1 (stereo unspecified)	-12	22
CCCCC(=O)Nc1ccc(NC(=O)CC)cc1OC	-12	-3
Cc1cccc2c1CC(C)(C)N/C2=C\C(N)=O	-29	7
Cc1cc(C)n(-c2ccnc3cc(Cl)ccc23)n1	-19	2
Following part.
SMILES	OX1R antag-1	OX1R antag-2
CC1CCCCN1C(=O)NC1CC(=O)N(c2ccc3c(c2)OCCO3)C1 (stereo unspecified)	-11	-1
CC(C)NC1=C(Cl)C(=O)c2ccccc2C1=O	-10	43*
O=C1C(Cl)=C(Nc2ccc(F)cc2)C(=O)N1CCc1ccccc1	-3	32
CC(=O)c1ccc(S(=O)(=O)N2CCCCC2C(=O)O)cc1 (stereo unspecified)	2	10
O=c1cc(-c2ccccc2)[nH]n1-c1nc2ccccc2[nH]1	-9	11
Cc1ccc(NC(=O)C(C)N2C(=O)c3ccccc3C2=O)cc1C (stereo unspecified)	-15	5
COc1cc(CCC(=O)OCC(=O)c2ccc[nH]2)cc(OC)c1OC	-4	6
O=C(/C=C/c1ccco1)N(Cc1ccccc1)C1CCS(=O)(=O)C1 (stereo unspecified)	-13	33
C(/CCc1ccccc1)=N\Nc1nc2ccccc2[nH]1	-45	17
O=C(NNC(=O)c1ccc(F)c(S(=O)(=O)N2CCOCC2)c1)c1ccc([N+](=O)[O-])cc1	-22	26
O=[N+]([O-])c1cccc(Cl)c1NCCNc1ncc(C(F)(F)F)cc1Cl	-17	22
Cc1ccc(NC(=O)C(OC(=O)c2ccc(O)cc2)c2ccccc2)cc1Cl (stereo unspecified)	-2	20
NC(=O)c1ccc(OCC2CCCO2)cc1 (stereo unspecified)	-1	22
COc1cc(-c2nnc(-c3cc(OC)c(OC)c(OC)c3)o2)cc(OC)c1OC	-13	14
CCOC(=O)N1CCN(C(=O)CCS(=O)(=O)c2cc3c(cc2Cl)NC(=O)CO3)CC1	-4	14
Cc1ccccc1CSCC(=O)Nc1ccccc1Br	-30	25
COc1ccc(/C=N/NC(=O)c2ccc(NC(=O)c3cccc([N+](=O)[O-])c3)cc2)c(OC)c1	-29	44
CC(=O)SC1CC(=O)N(c2ccc(C(C)(C)C)cc2)C1=O (stereo unspecified)	-11	11
